Source: PubChem
CHRM1 agonist = human M1 muscarinic receptor agonism | P11229 | CHO-K1 hM1, Fluo-8 calcium fluorescence, agonist mode; 0% DMSO, 100% acetylcholine EC100 | activation, % at 3 µM | actives 0.33% (n = 360,000) | AID 588814;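 active = activation above the run's mean compound activation plus 3 SD, cut at about 16% in these data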;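 also: peak over basal fluorescence ratio within a 140 s kinetic read after compound addition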
TAAR1 ag = agonists of human TAAR1; Q96RJ0; CHO RD-HGA16 TAAR1, Fluo-8 calcium fluorescence; vehicle wells 0%, saturating PEA agonist 100%; activation, % at 3 µM; actives 0.99% (n = 360,000); AID 624467;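 active = activation above the mean activation of all test compounds in the run plus 3 SD, cut at about 38% in these data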
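Repeats: no replicates (n 1) | Material: CHO-derived RD-HGA16 cells with stable Gα16 and human TAAR1 | Technique: Kinetic Fluo-8 calcium fluorescence | Schedule: 17-24 h seeding, 75 min 37 °C dye, 30 min RT | Evaluation: % activation from peak over basal fluorescence ratio, DMSO-to-PEA scaled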
OXTR potentiate = human OXTR potentiation. CHO-OTR cells, Fluo-8 calcium fluorescence, potentiator mode; 0% = oxytocin EC15, 100% = EC100. activation, % at 3 µM. actives 0.061% (n = 320,000);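 active = activation above that plate's cutoff, the mean activation of tested compounds plus 3 SD, cut at about 6.6% in these data, passing the limit was not always enough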;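 also: 100% uses oxytocin at 75 nM as the full agonist control; some results filed as inactive read as strong as hits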
Target sequence (P30559 whole entry, looked up): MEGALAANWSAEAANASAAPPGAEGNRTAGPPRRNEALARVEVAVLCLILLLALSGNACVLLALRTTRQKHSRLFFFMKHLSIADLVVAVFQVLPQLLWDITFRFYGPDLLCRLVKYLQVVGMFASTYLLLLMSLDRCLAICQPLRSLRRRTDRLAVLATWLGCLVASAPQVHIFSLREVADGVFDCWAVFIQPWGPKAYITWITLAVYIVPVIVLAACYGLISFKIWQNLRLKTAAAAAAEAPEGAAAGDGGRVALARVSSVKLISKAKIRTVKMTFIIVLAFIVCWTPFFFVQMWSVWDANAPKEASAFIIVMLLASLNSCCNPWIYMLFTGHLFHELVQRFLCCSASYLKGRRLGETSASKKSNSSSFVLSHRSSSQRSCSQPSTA
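Measured by – Fluo-8 calcium dye fluorescence · Test system – human OTR in CHO cells · Dosing – one concentration, 3.0 µM compound · Controls – EC15 oxytocin alone as 0%, 75 nM oxytocin as 100% · Evaluation – normalized max/min fluorescence ratio, % activation · Timing – 6 min pre-incubation, 100 s read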
M1 PAM parental = counter-screen for M1 PAMs: effect in parental CHO-K1 cells. ATP EC20, Fluo-8 calcium fluorescence; 0% at ATP EC20, 100% at ATP max. activation, % at 3 µM. actives 0.02% (n = 360,000);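 active = activation above the run cutoff, the mean activation of all test compounds plus 3 SD, cut at about 40% in these data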;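 also: peak over basal fluorescence ratio in a 140 s read after ATP addition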
M1 ag parental = counter-screen for M1 agonists: effect in parental CHO-K1 cells; activation, % at 3 µM; Fluo-8 calcium fluorescence; scaled to maximal ATP response, vehicle zero; AID 602248; actives 0.48% (n = 360,000); in the data active = activation above about 15%;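 also: untransfected CHO-K1 host cells lacking M1 receptor as counterscreen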
CHO-K1 Ca antag = M1 antagonist counterscreen hit in parental CHO-K1 cells. inhibition, % at 3 µM. AID 602250. ATP-induced calcium, Fluo-8 fluorescence. actives 0.6% (n = 360,000);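 active = inhibition above a per-plate cutoff, the plate's mean sample inhibition plus 3 SD, cut at about 24% in these data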;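 also: 0% = DMSO plus EC80 ATP and 100% = DMSO alone without ATP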
V1R ag counter = counter-screen for oxytocin receptor agonists: human V1a receptor agonists. AID 2797. CHO-V1R cells, Fluo-8 calcium fluorescence, agonist mode; 0% DMSO, 100% 3 nM vasopressin. actives 0.25% (n = 320,000). P37288. activation, % at 3 µM;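 active = activation above the mean activation of all tested compounds plus 3 SD, per screening run, cut at about 20% in these data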;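 also: signal is peak over basal fluorescence ratio across a 100 second FLIPR read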
Target sequence (P37288 whole entry, looked up): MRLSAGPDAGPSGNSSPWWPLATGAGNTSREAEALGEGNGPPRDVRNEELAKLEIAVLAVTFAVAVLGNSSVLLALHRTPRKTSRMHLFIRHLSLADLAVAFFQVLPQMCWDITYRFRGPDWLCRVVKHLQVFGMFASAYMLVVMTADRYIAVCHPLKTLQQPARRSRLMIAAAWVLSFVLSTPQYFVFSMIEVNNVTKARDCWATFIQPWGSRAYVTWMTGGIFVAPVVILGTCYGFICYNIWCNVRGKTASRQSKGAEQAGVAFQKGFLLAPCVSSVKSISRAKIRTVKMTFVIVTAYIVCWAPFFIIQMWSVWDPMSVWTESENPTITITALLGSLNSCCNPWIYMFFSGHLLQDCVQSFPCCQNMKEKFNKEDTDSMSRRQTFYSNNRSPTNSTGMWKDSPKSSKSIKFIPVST
TAAR1 antag = antagonists of human TAAR1; actives 1.5% (n = 360,000); AID 624466; CHO RD-HGA16 TAAR1, Fluo-8 calcium fluorescence, antagonist; inhibition, % at 3 µM; Q96RJ0;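 active = inhibition above a per-plate cutoff, the mean inhibition of test compounds on that plate plus 3 SD, cut at about 49% in these data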;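 also: 0% = DMSO plus EC80 beta-PEA response and 100% = DMSO alone without agonist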
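Material: CHO RD-HGA16 cells bearing hTAAR1; compound dosing: one-point dosing, 3 µM nominal final; schedule: dye loading 75 min at 37 °C, then 30 min room temperature; measured by: calcium fluorescence with Fluo-8; control set: vehicle and agonist controls; replication: n of 1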
CHO parental Ca = counter-screen: ATP calcium response change in parental CHO cells; parental CHO-K1, ATP-induced calcium, Fluo-8 fluorescence; inhibition, % at 5.6 µM; AID 463079; actives 0.63% (n = 330,000);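 active = inhibition above that plate's mean sample inhibition plus 3 SD, cut at about 26% in these data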;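 also: 0% = ATP-challenged DMSO wells and 100% = DMSO wells without ATP; some compounds past the cut are filed as inactive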
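Material: parental CHO cells / Compound: single nominal dose of 5.6 µM per compound / Signal: Fluo-8 fluorescence / Replicates: singlicate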
An asterisk follows results filed as active; . = no result given.

SMILES	CHRM1 agonist	TAAR1 ag	OXTR potentiate	M1 PAM parental	M1 ag parental	CHO-K1 Ca antag	V1R ag counter	TAAR1 antag	CHO parental Ca
CCCOc1ccc(/C=C/C(=O)NCc2ccccc2)cc1	-5	-2	-1	13	1.8	-8	3.2	0	-6
Cc1ccc(-n2c(CNc3ccc(F)cc3)nnc2SCC(=O)N2CCCC2)cc1	-2	6	-11	-7	-0.1	11	0.2	-4	-11
O=C(NCc1ccccc1)C1=C[C@@H](c2csc3ccccc23)C[C@@H](OCc2ccc(CO)cc2)O1	7	8	-10	0	0.3	-15	2.3	45	-11
O=C(c1cc2cc(Br)ccc2o1)N1CCN(c2ccccc2)CC1	-3	0	-4	7	0.5	-3	0.9	-7	1
C[C@@H]1[C@H](c2ccccc2)Oc2ccc(Cl)cc2S(=O)(=O)N1CC1CCCN1C(=O)OC(C)(C)C (some centres not stated)	-1	1	.	0	0.5	-2	.	-7	.
CCOc1cc(CNCC2CCCO2)cc(Br)c1OCC(N)=O (configuration not stated)	-6	7	1	11	0.0	-3	0.1	-13	-12
CC(C)NC(=O)C(=O)Nc1cc2c3c(c1)C(C)C(=O)N3CCC2 (configuration not stated)	-3	3	-5	-4	0.7	-10	0.3	-3	-4
O=C(CCc1nc2ccccc2c(=O)[nH]1)N1CCN(S(=O)(=O)c2cccc(F)c2)CC1	-3	3	-3	-9	0.7	1	0.4	-20	-10
O=C(COC(=O)c1ccc(O)cc1O)c1ccc2c(c1)OCO2	1	4	-1	-3	2.4	-4	3.6	-10	2
Cc1ccc2nc(NC(=O)CSc3nnc(C)c(=O)n3N)sc2c1	-2	0	-6	5	0.1	4	-0.5	-2	-7
CCCC1CC(C)(/C(C)=N\NC(N)=S)OC1=O (configuration not stated)	-2	5	-2	0	0.1	-18	0.7	3	-1
CCC(=O)N1CCC2(CC1)Oc1ccc(F)cc1C(=O)C21CC(c2ccccc2)=NO1 (configuration not stated)	-5	28	-3	7	5.6	-10	0.3	45	-27
Cc1csc(SCC(=O)Nc2ccc(CC#N)cc2)n1	-7	2	.	-10	-0.5	12	.	-14	.
N#CC1=C(N)C(C#N)(C#N)[C@H](c2cccnc2)[C@H]2CN(C(=O)OCc3ccccc3)CC=C12	-2	3	-10	-12	-0.5	6	0.2	-11	-16
O=C(CSc1ncccc1C(=O)O)NC1CCCCCCC1	-2	1	5	2	-0.2	-10	1.1	-13	-2
CCCCNc1nc2ccccc2nc1NS(=O)(=O)c1cccs1	-3	0	-2	-6	1.0	6	3.0	-13	-19
Cn1cc(CNC(=O)CC2C(=O)NCCN2CC(C)(C)C)cn1 (configuration not stated)	3	4	-11	-10	-0.2	10	1.2	-4	8
Cc1noc(C)c1S(=O)(=O)NC(=O)C1(C)CCN1C(=O)c1ccc(C2CCCCC2)cc1 (configuration not stated)	-1	-1	.	-2	-0.2	6	.	-3	.
CN(C)CCN(C(=O)c1ccc(C(=O)c2ccccc2)cc1)c1nc2cc3c(cc2s1)OCO3	-2	2	-11	-7	-0.2	3	1.1	-13	-5
Cc1cc(C)c2c(N)c(C(=O)Nc3ccc([N+](=O)[O-])cc3)sc2n1	-2	0	-8	6	0.8	-13	1.5	20	-12
O=C(NCC(=O)N1CCN(C(=O)c2ccccc2)CC1)c1ccc(Cl)cc1Cl	-2	8	-7	4	2.4	-9	0.0	-12	-6
CC1(C(=O)NS(=O)(=O)c2ccc(C#N)cc2)CCN1C(=O)Cc1cccc2ccccc12 (configuration not stated)	-3	2	.	-11	0.2	8	.	-1	.
COc1ccccc1NC(=O)C(C)OC(=O)CCCN=C1NS(=O)(=O)c2ccccc21 (configuration not stated)	-1	1	7	-10	0.0	0	0.4	3	-12
Cc1nn(C)c(C)c1S(=O)(=O)NC1CCCC1	3	0	-4	16	0.2	-2	1.4	-1	-14
CC(=O)Nc1ccc(C(=O)NNC(=O)c2ccc(Cl)cc2)cc1	-4	5	-11	-6	0.9	7	0.6	-8	-5
O=C(NN1c2ccccc2CCc2ccccc21)c1ccccc1Br	-2	-2	-10	12	-0.1	-10	-0.9	-4	4
O=C(CN1CCOCC1)NNC(=O)c1ccc([N+](=O)[O-])cc1	-1	2	1	8	2.4	-10	0.8	-18	-1
CCOc1ccccc1CNC(=O)c1nn(CC)cc1[N+](=O)[O-]	-4	-1	-2	11	0.0	-4	-0.2	-2	-16
O=C(COC(=O)c1cnccn1)Nc1cccc2ccccc12	-6	1	-20	-11	0.0	2	-0.6	-11	-7
CCOC(=O)c1c(C)[nH]c(C)c1C(=O)COC(=O)c1c(OC)cccc1OC	7	0	-3	4	1.1	2	-0.4	-5	-13
NC(=O)C1CCN(C(=O)COc2ccc3c(c2)oc(=O)c2ccccc23)CC1	-4	1	-2	4	-0.1	-3	-0.4	-24	-7
CN(CC(=O)Nc1cccc(F)c1)CC(=O)N1CCCCC1	-5	1	-5	16	0.4	-17	-0.6	1	-11
CCOC(=O)c1sc(NC(=O)Nc2ccc(F)cc2)nc1C	-2	10	-13	-1	5.5	6	12	62*	14
COc1ccc(CN(C(=O)Cn2nnc3ccccc32)C(C(=O)NC(C)(C)C)c2ccco2)cc1 (configuration not stated)	-3	7	-3	11	0.9	-10	0.0	25	-11
COC(=O)/C(N=Nc1cccc(C(F)(F)F)c1)=C(\C)O	-4	13	-3	15	0.2	-9	0.0	15	-12
CC(C)(CNC(=O)Cc1ccc(Cl)cc1Cl)N1CCCCC1	-11	0	0	-7	0.1	-8	0.0	4	-15
CC(=O)c1cn(CCOc2ccc(F)cc2)c2ccccc12	0	7	-25	2	8.9	12	10	28	17
Cc1ccc(C)c(NC(=O)CN(C)C(=O)c2ccccc2OCc2ccc(Cl)cc2)c1	-1	5	-12	4	0.2	-8	-1.4	1	-32
CC1CCN(c2oc(-c3ccco3)nc2S(=O)(=O)c2ccccc2)CC1	-3	-1	-7	4	1.8	-6	-1.8	-29	-16
Cc1ccc(N2CC(C(=O)Nc3ccc4c(c3)OCCO4)CC2=O)cc1C (configuration not stated)	-5	9	2	-3	0.5	-15	-0.9	-18	2

Brought forward from above: five compounds, then new ones.
SMILES	CHRM1 agonist	TAAR1 ag	OXTR potentiate	M1 PAM parental	M1 ag parental	CHO-K1 Ca antag	V1R ag counter	TAAR1 antag	CHO parental Ca
CC(C)(CNC(=O)Cc1ccc(Cl)cc1Cl)N1CCCCC1	-11	0	0	-7	0.1	-8	0.0	4	-15
CC(=O)c1cn(CCOc2ccc(F)cc2)c2ccccc12	0	7	-25	2	8.9	12	10	28	17
Cc1ccc(C)c(NC(=O)CN(C)C(=O)c2ccccc2OCc2ccc(Cl)cc2)c1	-1	5	-12	4	0.2	-8	-1.4	1	-32
CC1CCN(c2oc(-c3ccco3)nc2S(=O)(=O)c2ccccc2)CC1	-3	-1	-7	4	1.8	-6	-1.8	-29	-16
Cc1ccc(N2CC(C(=O)Nc3ccc4c(c3)OCCO4)CC2=O)cc1C (configuration not stated)	-5	9	2	-3	0.5	-15	-0.9	-18	2
CCOc1ccccc1N1CC(C(=O)NNC(=O)c2cc(OC)c(OC)c(OC)c2)CC1=O (configuration not stated)	-2	7	-2	-4	-0.1	-3	0.0	-8	-9
C/C(Cc1ccccc1)=N\NC(=O)CNC(=O)c1ccc(Br)cc1	-4	-2	-8	-8	-0.3	10	-0.1	7	-4
Cc1nc2nc(C)n(CCN3CCOCC3)c(=O)c2c(-c2cccc([N+](=O)[O-])c2)c1C(=O)CCCCCCCCCCN1CCC(c2ccccc2)(c2ccccc2)CC1	-1	18	.	12	6.1	9	.	49*	.
Cc1onc(-c2ccncc2)c1C(=O)O	-2	2	-2	15	0.8	-9	0.2	6	-12
COc1ccc(CNc2nc3nc4c(c(=O)n3[nH]2)CCC4)cc1	-1	7	-9	17	0.7	-10	0.6	-3	-10
COc1ccc(C(=O)Nc2ccc(C(F)(F)F)n(C)c2=O)cc1	-9	15	-16	14	0.6	0	0.1	-7	3
CCO[C@@H]1OC(C(N)=O)=C[C@H](C(C)(C)C)[C@H]1CCCO	-4	3	-7	14	0.0	-8	0.1	0	-4
CC1Cc2ccccc2N1S(=O)(=O)c1cccc(C(=O)N2Cc3ccccc3CC2C(N)=O)c1 (configuration not stated)	-3	8	-5	5	0.8	-8	1.3	-11	-19
O=C(NCCc1ccccc1)C1CCN(S(=O)(=O)N2CCCC2)CC1	-2	5	-8	-15	1.1	7	1.1	-23	1
O=C(N/N=C/c1cc(Br)ccc1O)Nc1ccccc1	3	16	-9	16	5.5	3	6.7	33	6
Cc1cccc(Nc2c([N+](=O)[O-])ccc3nonc23)c1C	3	10	.	16	2.7	-4	.	-1	.
COc1ccc(NC(=O)CN2CCN(CC(=O)Nc3ccccc3F)CC2)c(OC)c1	-5	1	-2	2	-0.3	-10	-1.8	8	-27
CCN1CCN(c2ccc(NC(=O)COc3ccc(Cl)cc3C)cc2)CC1	-8	9	-7	0	2.3	-11	6.1	2	-23
Cc1cc(NCCN2CCOCC2)n2ncc(-c3ccccc3)c2n1	-2	5	-8	17	1.4	-3	0.9	-15	-20
CCOC(=O)c1sc(NC(=S)NC(=O)CC(C)C)cc1C	-6	18	-20	6	0.0	-1	0.6	32	-7
O=C(O)C1C2C=CC(O2)C1C(=O)Nc1ccccn1 (configuration not stated)	0	2	.	1	-0.1	-3	.	14	.
CCOc1ccc(S(=O)(=O)N2CCCCC2)cc1NC(=O)c1ccccc1	-1	6	.	25	0.2	-16	.	-15	.
CC(C)(C)c1ccc(C(=O)N2CCCC2c2cccs2)cc1 (configuration not stated)	0	23	-10	-9	3.4	-20	3.7	14	11
COc1ccccc1-c1cc(C(=O)Nc2cccnc2Cl)no1	-4	-2	1	-4	-0.3	-6	0.3	-17	4
FC(F)(F)c1nc(-c2cccs2)ncc1-c1nnnn1-c1ccc(Cl)cc1	-3	6	-16	10	0.0	-5	0.0	59*	29
Cc1ccc2nc(-c3ccc(N4C(=O)CC(N5CCN(CCO)CC5)C4=O)cc3)sc2c1 (configuration not stated)	-1	0	-3	9	1.5	-4	3.2	-1	4
COc1ccc(-c2cc(-c3nnc(COC(=O)C4CC4C)o3)c3ccccc3n2)cc1OC (configuration not stated)	-6	11	-7	16	3.2	10	0.0	65*	-16
CCCN1CCC(=O)N([C@H](CO)Cc2ccccc2)CC1	-4	6	5	5	0.1	-2	1.4	3	-5
O=C(NC1CCCc2ccccc21)C1CCCC1 (configuration not stated)	-10	0	5	8	0.7	10	-1.1	-12	-8
